# Source: PubChem BioAssay
# Luc counter = Kinase-Glo luciferase inhibition (counter-screen). Q27757. Kinase-Glo luciferase, ATP luminescence, 8 min. Potency, µM (highest dose often 38.3 µM), inactives show at the highest dose activity change, negative = inhibition, actives largely listed as inhibitors. 200,000 tested, 0.28% active; note: potency is the fitted concentration of half-maximal effect; % is set by controls: 0 for no effect and ±100 for the full control effect; nearly all actives have a fitted effect of over 60% in size
#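 Inhibition of Kinase-Glo luciferase light generation was assessed at 10 uM ATP in pH 7.2 imidazole buffer, with luminescence measured after eight minutes at ambient temperature.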
# LMNA splice mod = changes lamin A minigene splicing in HeLa cells; HeLa LMNA splicing GFP/RFP minigene ratio, 48 h; Potency, µM (top dose mostly 46.1 µM), inactives show at the highest dose ratio change, negative = inhibition, usual class: inhibitors; 200,000 tested, 0.01% active; active = well fitted inhibition curve with a large enough effect in the signal ratio, with a control signal flat, not every such curve was filed as active; inconclusive = small, poorly fitted or top-dose-only effect, or effect the other way, or a change in a side signal; the % refers to the signal ratio; note: potency is the fitted concentration of half-maximal effect; % is set by controls: 0 for no effect and ±100 for the full control effect
#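 Read-out is the ratio of GFP to DsRed2 object intensity, acquired by 488 nm laser-scanning cytometry on HeLa lamin A-EGFP minigene reporter cells. Compound incubation 48 hrs at 37 °C in Opti-MEM with 2% FBS; DMSO 0.5% final.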
# CBFb-RUNX1 inh = CBF-beta/RUNX1 interaction disruption; Q01196+Q13951; AlphaScreen CBFb-His/RUNX1-biotin binding, biochemical; Potency, µM (series often up to 59.8 µM), inactives show at the top dose activity, negative = inhibition, hits mostly inhibitors; 230,000 tested, under 10 active; note: % of control where 0% means no effect
# Target sequence (Q01196 whole entry, looked up): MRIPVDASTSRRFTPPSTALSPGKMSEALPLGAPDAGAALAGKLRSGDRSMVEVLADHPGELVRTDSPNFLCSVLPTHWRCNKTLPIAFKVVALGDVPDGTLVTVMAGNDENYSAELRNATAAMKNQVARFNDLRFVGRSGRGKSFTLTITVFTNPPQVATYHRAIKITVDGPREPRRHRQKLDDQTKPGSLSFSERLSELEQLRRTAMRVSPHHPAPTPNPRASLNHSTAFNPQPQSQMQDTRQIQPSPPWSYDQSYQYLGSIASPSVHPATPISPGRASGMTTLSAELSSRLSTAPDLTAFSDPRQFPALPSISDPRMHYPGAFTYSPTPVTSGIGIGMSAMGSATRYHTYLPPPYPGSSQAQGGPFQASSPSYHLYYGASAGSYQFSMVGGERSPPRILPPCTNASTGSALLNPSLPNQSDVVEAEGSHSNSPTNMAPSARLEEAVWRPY
# Target sequence (Q13951 whole entry, looked up): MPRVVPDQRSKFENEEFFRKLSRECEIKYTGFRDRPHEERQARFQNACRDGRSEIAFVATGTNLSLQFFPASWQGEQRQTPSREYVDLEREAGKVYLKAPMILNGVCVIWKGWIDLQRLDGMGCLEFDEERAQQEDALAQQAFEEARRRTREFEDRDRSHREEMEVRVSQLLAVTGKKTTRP
#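 Compounds were screened at multiple concentrations against a preformed CBF-beta(His)/RUNX1(biotin) complex (30 nM of each) for 15 min at room temperature, followed by 90 min with nickel and streptavidin beads and AlphaScreen reading.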
# IMPase Li inh = IMPase inhibition in cells with lithium potentiation | Potency, µM (highest dose often 59.4 µM), for the others: top-dose activity, negative = IMPase inhibition, hits mostly inhibitors | CHO-M1 cells, IP1 TR-FRET (IP-One), carbachol + lithium | AID 1457 | 210,000 tested, 0.35% active;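 note: IP1 builds up when IMPase is blocked and the TR-FRET signal falls; potency is the fitted concentration of half-maximal effect; plate controls were basal vehicle for no effect and high inhibitor control for full effect; nearly all actives have a fitted effect of over 50% in size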
#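 CHO cells stably expressing M1 receptor (2000/well, cultured 16–30 h) treated 30 min at 37C with compound plus low lithium. Cytosolic IP1 by TR-FRET (665/620 ratio and 620 channel) after 10 min lysis; AC50 by Hill fit.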
# GLA spleen mod = inhibitors or activators of human alpha-galactosidase in spleen homogenate; Potency, µM (series often up to 80 µM), for inactives: top-dose activity change, negative = inhibition, actives largely listed as inhibitors; human spleen homogenate, 4MU-alpha-Gal fluorescence, 40 min; 240,000 tested, 0.008% active; P06280; AID 2107;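 note: potency is the fitted concentration of half-maximal effect; 0% = enzyme with vehicle and -100% = no enzyme basal signal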
#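 Fluorogenic readout (Ex 365/Em 440 nm) of 4-methylumbelliferone released from 1 mM 4-MU-alpha-galactoside by spleen homogenate, 40 min at 37C, pH 5.0. Data normalized to no-enzyme and enzyme controls; Hill-equation AC50 from compound titrations.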
# NPSR antagonist = antagonists of human neuropeptide S receptor cAMP signaling. Potency, µM (series often up to 38.3 µM), for inactives: top-dose activity change, negative = inhibition, hits mostly inhibitors. AID 1461. 220,000 tested, 1% active. CHO-NPSR cells, cAMP TR-FRET, antagonist mode. Q6W5P4; note: potency is the fitted concentration of half-maximal effect; % is set by controls: 0 for no effect and ±100 for the full control effect; nearly all actives have a fitted effect of over 50% in size; many of its hits are not listed in these tables
# Target sequence (Q6W5P4 whole entry, looked up): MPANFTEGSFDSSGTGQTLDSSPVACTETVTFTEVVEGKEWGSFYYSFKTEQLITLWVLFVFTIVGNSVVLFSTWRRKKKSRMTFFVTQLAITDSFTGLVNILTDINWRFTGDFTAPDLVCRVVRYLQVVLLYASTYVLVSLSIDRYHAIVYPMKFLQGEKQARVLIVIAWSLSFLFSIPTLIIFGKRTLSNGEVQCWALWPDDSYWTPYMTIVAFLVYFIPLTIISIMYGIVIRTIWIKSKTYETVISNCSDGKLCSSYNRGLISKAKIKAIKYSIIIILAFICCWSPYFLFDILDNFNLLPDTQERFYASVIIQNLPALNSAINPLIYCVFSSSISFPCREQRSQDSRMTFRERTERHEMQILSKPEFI
# Epigenetic reg = epigenetic control regulation, reporter derepression. murine LDR cells, GFP reporter derepression, 30 h. Potency, µM (highest dose often 53.9 µM), inactives show at the top dose GFP activation, actives largely listed as activators. 280,000 tested, 0.2% active. AID 1865; note: potency is the fitted concentration of half-maximal effect; % of control where 0% means no effect; nearly all actives have a fitted effect of over 60% in size
#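 Reporter derepression read as number of fluorescent GFP-positive objects, 20-120 um in size, counted by laser-scanning cytometer. Mouse LDR line with an epigenetically silenced CMV-GFP locus; compound incubation 30 h, 37 C.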
# * = called active by the depositor; ? = inconclusive; / = no result given; & = joins results of further samples; [ ] = another dose, or the depositor's remark. Unless noted, calls come from the whole dose curve; as a rule, active = well fitted curve in the direction sought with a large enough effect; inconclusive = small, poorly fitted or top-dose-only effect, or another doubt; inactive = no such curve, though single readings can be large; an effect the other way counts as inactive or inconclusive. This is a subset. The share of hits here may be higher or lower than overall.
# Field names – A = Luc counter; B = LMNA splice mod; C = CBFb-RUNX1 inh; D = IMPase Li inh; E = GLA spleen mod; F = NPSR antagonist; G = Epigenetic reg
COc1ccc([N+](=O)[O-])cc1NC(=O)c1ccco1
  A = -0.4% | B = / | C = -0.4% | D = 2.7% | E = 7.8% | F = 3.9% | G = 1.5%

N#C/C(=C\c1ccc(-c2ccc([N+](=O)[O-])cc2Br)o1)C(=O)N1CCN(c2ccccc2)CC1
  A = -1.8% | B = -6.9% | C = -19.6% | D = 11.3% | E = 4.1% | F = -0.3% | G = -1.0%

COc1ccc(-c2nc(CS(=O)CC(=O)NCc3ccc4c(c3)OCO4)c(C)o2)cc1 (centres undefined)
  A = 1.7% | B = -6.8% | C = -4.7% | D = 3.0%[38.3 µM] | E = -10.8% | F = -7.8%[46.1 µM] | G = 0.0%

CC1N(C)c2cc(NC(=O)c3ccco3)ccc2C1(C)C (centres undefined)
  A = -5.0% | B = ? | C = -11.0% | D = -5.0%[38.3 µM] | E = -2.5% | F = -15.9%[46.1 µM] | G = -1.1%

COc1cccc(-n2ccnc2SCC(=O)Nc2ccccc2)c1
  A = -5.2% | B = ? | C = -11.0% | D = -0.6%[38.3 µM] | E = 2.4% | F = -13.6%[46.1 µM] | G = -1.1%

COC(/C=C/Nc1ccc(Br)cc1)=C(C#N)C#N
  A = 1.7% | B = 6.5% | C = 1.3% | D = 11.5%[38.3 µM] | E = 0.6% | F = -8.0%[46.1 µM] | G = 0.4%

COc1cc(C2OC(c3cc(OC)c(OC)c(OC)c3)C(C)C2C)cc(OC)c1OC (centres undefined)
  A = / | B = / | C = 9.4% | D = -11.2% | E = 5.9% | F = -14.4% | G = -4.0%

CCC(/C=C/C(C)C1CCC2C3CCC4=CC(=O)CC[C@@]4(C)C3CC[C@@]12C)C(C)C (some centres undefined)
  A = 1.9% | B = -5.4% | C = / | D = 4.1% | E = -2.3% | F = / | G = -0.1%

O=c1c2ccccc2c(-c2ccccc2)nn1Cc1ccc(Cl)cc1
  A = -1.4% | B = ? | C = 5.7% | D = 29.2%[38.3 µM] | E = -15.8% | F = ? | G = 0.0%

CC(Sc1nc2ccccc2[nH]1)C(=O)Nc1ccc2c(c1)OCCO2 (centres undefined)
  A = -2.3% | B = -10.8% | C = 0.5% | D = -1.9%[38.3 µM] | E = 0.5% | F = -5.2%[46.1 µM] | G = 0.0%

O=c1c2ccccc2oc2nc3n(c(=O)c12)CCCS3
  A = -8.6% | B = ? | C = 9.8% | D = 3.4%[38.3 µM] | E = 9.6% | F = -2.6%[46.1 µM] | G = -1.0%

Cc1ccc(CC(=O)Nc2ccc(F)c([N+](=O)[O-])c2)cc1C
  A = 3.5% | B = ? | C = -11.4% | D = 4.2% | E = -1.0% | F = -34.1% | G = -2.9%

COC(=O)c1c[nH]n2c(=O)c(Cl)c(C)nc12
  A = -20.9% | B = -0.4% | C = 6.9% | D = -1.5% | E = -4.2% | F = 3.2% | G = 0.0%

Cc1ccc(Sc2c(C)[nH]n(C(C)(C)C)c2=O)cc1
  A = -6.1% | B = 6.2% | C = -2.4% | D = 7.9%[38.3 µM] | E = 7.1% | F = -11.2%[46.1 µM] | G = 0.0%

N#Cc1c(-c2ccc(Br)cc2)cc(-c2cccnc2)nc1N
  A = -3.4% | B = -3.7% | C = ? | D = 22.4µM* | E = 2.2% | F = 6.1% | G = -1.3%

O=C(c1ccc(Cn2cc(Br)cn2)o1)N1N=C(C(F)F)CC1(O)C(F)F (centres undefined)
  A = -1.7% | B = 3.9% | C = -3.1% | D = 15.4%[38.3 µM] | E = -3.0% | F = -21.2%[46.1 µM] | G = 0.0%

COc1ccc(-n2ccc(-c3nn(-c4cccc(C(F)(F)F)c4)ccc3=O)n2)cc1
  A = 3.4% | B = -3.2% | C = 8.9% | D = -3.6% | E = -5.4% | F = -5.7%[46.1 µM] | G = 0.0%

CC(=O)Nc1ccc(C#Cc2ccc(NC(C)=O)cc2)cc1
  A = 3.6% | B = ? | C = 6.3% | D = -27.8%[38.3 µM] | E = -8.8% | F = -14.0%[46.1 µM] | G = -1.2%

CN(C)CCNC(=O)C(=O)NCC1OCCN1S(=O)(=O)c1ccc([N+](=O)[O-])cc1 (centres undefined)
  A = -1.5% | B = 10.0% | C = -1.1% | D = 9.6% | E = 2.1% | F = 14.5% | G = 2.2%

CCOc1ncccc1C(=O)OCC(=O)Nc1ccc(C)c(S(=O)(=O)N2CCOCC2)c1
  A = / | B = -9.3% | C = -1.5% | D = / | E = -0.5% | F = 5.8%[46.1 µM] | G = 0.0%

COc1ccc(C(=O)COc2ccccc2N2C(=O)C3C4C=CC(C4)C3C2=O)cc1 (centres undefined)
  A = -3.2% | B = 11.5% | C = -0.4% | D = 4.6%[38.3 µM] | E = -3.2% | F = -9.5%[46.1 µM] | G = 0.0%

Cc1ccc2[nH]c(=O)c(CN(CCCN(C)C)C(=O)Nc3cccc(Cl)c3)cc2c1
  A = -2.4% | B = -1.7% | C = 1.7% | D = 23.8%[38.3 µM] | E = -13.1% | F = 16.2%[46.1 µM] | G = 0.1%

Cc1cc2oc(=O)cc(-c3ccccc3)c2c(C)c1-c1sccc1C=O
  A = 4.1%[39.9 µM] | B = / | C = 20.7%[89.1 µM] | D = 13.3% | E = 7.4%[119 µM] | F = / | G = -1.6%

COC(=O)c1ccc(NC(=O)CN2CCOCC2)cc1
  A = -2.5% | B = 5.8% | C = 10.5% | D = -4.4%[38.3 µM] | E = -1.1% | F = -12.2%[46.1 µM] | G = -7.4%

CCOC(=O)c1ccc(NC(=O)NC2CC3CCC(C2)N3Cc2nnnn2C(C)(C)C)cc1 (centres undefined)
  A = 1.2% | B = -7.5% | C = 3.5% | D = -1.5%[38.3 µM] | E = -2.0% | F = -5.7%[7.67 µM] | G = 1.6%

CCCCC[C@H](O)/C=C/[C@@H]1[C@@H](CCCCCCC(=O)O)[C@@H](O)C[C@H]1O
  A = -2.3%&-0.1% | B = ? | C = 9.7%&14.8%&2.0% | D = -5.2%&10.4%&-0.1% | E = -11.6%&-11.2%&-9.0% | F = 4.8% | G = 2.6%&0.8%&-1.1%

CCNc1ccc(Br)cc(C(=O)/C=C/c2ccc(Cl)cc2)c1=O
  A = -0.9% | B = ? | C = ? | D = -0.8% | E = -5.7% | F = -52.0% | G = 14.7%

Cc1cc(C)c(S(=O)(=O)N2CCCCC2C(=O)O)c(C)c1 (centres undefined)
  A = 0.3% | B = 33.7%[46 µM] | C = 11.3% | D = -0.7% | E = -19.7% | F = -1.2% | G = -1.9%

COc1ccc(C(=O)C[n+]2ccccc2/C=N/O)cc1
  A = -3.4% | B = ? | C = -18.5% | D = 4.9% | E = 12.6% | F = 4.0% | G = 0.0%

O=C(Nc1ccccc1)Nc1ccccc1C(=O)NCC1CC1
  A = / | B = 28.5%[46 µM] | C = 10.9% | D = / | E = 6.7% | F = 23.1% | G = 1.1%

# Record cards, from the list above. Order of screens: Luc counter, LMNA splice mod, CBFb-RUNX1 inh, IMPase Li inh, GLA spleen mod, NPSR antagonist, Epigenetic reg
# CCCCC[C@H](O)/C=C/[C@@H]1[C@@H](CCCCCCC(=O)O)[C@@H](O)C[C@H]1O across the screens: -2.3%&-0.1%, ?, 9.7%&14.8%&2.0%, -5.2%&10.4%&-0.1%, -11.6%&-11.2%&-9.0%, 4.8%, 2.6%&0.8%&-1.1%
# COC(=O)c1ccc(NC(=O)CN2CCOCC2)cc1 across the screens: -2.5%, 5.8%, 10.5%, -4.4%[38.3 µM], -1.1%, -12.2%[46.1 µM], -7.4%

# (more compounds)
# Field names – A = Luc counter; B = LMNA splice mod; C = CBFb-RUNX1 inh; D = IMPase Li inh; E = GLA spleen mod; F = NPSR antagonist; G = Epigenetic reg
BrC(/C=N/Nc1nc(N2CCOCC2)nc(N2CCOCC2)n1)=C/c1ccccc1
  A = -3.1% | B = ? | C = -4.9% | D = 14.2%[38.3 µM] | E = -2.1% | F = -24.3%[46.1 µM] | G = 1.7%

Cc1cc(=O)oc2cc(OC(C)C(=O)NCC3CCCO3)ccc12 (centres undefined)
  A = 0.9% | B = 29.9%[46 µM] | C = 0.9% | D = 8.5% | E = 6.5% | F = 1.6% | G = ?

O=C(NCc1ccccc1)C(=O)NCC1OCCN1S(=O)(=O)c1cccs1 (centres undefined)
  A = 0.3% | B = 6.4% | C = 10.4%[2.36 µM] | D = 8.1% | E = -11.8% | F = 7.7% | G = -1.3%

COc1ccc(NS(=O)(=O)c2cccc(C(=O)N/N=C/c3cn(-c4ccccc4)nc3-c3ccccc3)c2)cc1
  A = / | B = / | C = 8.0% | D = / | E = -12.6% | F = -23.0% | G = -1.7%

O=C(c1ccc(S(=O)(=O)NCC2CCCO2)cc1)N1CCN(c2ccccc2)CC1 (centres undefined)
  A = 1.0% | B = 13.7%[46 µM] | C = -1.4% | D = 6.2% | E = -10.2% | F = 3.5% | G = 2.2%

Cc1c(Br)c([N+](=O)[O-])nn1CC(=O)NCc1cccs1
  A = 1.0% | B = 15.3% | C = 9.2% | D = -11.0%[38.3 µM] | E = -6.9% | F = -8.1%[46.1 µM] | G = -1.7%

CCOc1ccc(-c2nnc3ccc(SCC(=O)Nc4nc5ccccc5s4)nn23)cc1
  A = -0.8% | B = -12.2% | C = -1.6% | D = 4.5% | E = 6.2% | F = 0.9% | G = 0.0%

COc1ccc(C(=O)Nc2ccc(N3CCCCC3)cc2)cc1Br
  A = -5.5% | B = ? | C = 6.0% | D = -0.3% | E = -0.4% | F = 6.4% | G = 0.0%

N#C/C(=C\c1ccc(N2CCCC2)c([N+](=O)[O-])c1)c1nc2ccccc2[nH]1
  A = -3.8% | B = 19.3% | C = -15.8% | D = 13.3%[38.3 µM] | E = 1.1% | F = -4.1%[46.1 µM] | G = -0.3%

COc1cc(OC)cc(C(=O)N[C@H](C(=O)Nc2nc3ccccc3[nH]2)C(C)C)c1
  A = 2.6% | B = / | C = 0.8% | D = 22.0% | E = 4.4% | F = 14.0% | G = 1.1%

Clc1ccccc1-c1nc(-c2cccnc2)no1
  A = -11.0% | B = 4.6% | C = 10.9% | D = -14.3%[38.3 µM] | E = 0.0% | F = -7.0%[46.1 µM] | G = -0.7%

CC(=O)c1ccc(N/N=C2/CCCNC2=O)cc1
  A = / | B = / | C = -2.6% | D = / | E = -1.7% | F = -5.9% | G = 9.4%

Clc1ccc(SCc2cc(-c3ccc(Cl)cc3)on2)cc1
  A = -1.0% | B = -2.0% | C = ? | D = 36.9%[activator][38.3 µM] | E = 3.8% | F = -9.3%[46.1 µM] | G = 1.5%

C=CC(=O)OCCCCCCOC(=O)C=C
  A = / | B = / | C = 10.5%[21.7 µM] | D = -4.8% | E = -10.8% | F = / | G = /
